High-throughput results deposited in PubChem by several laboratories.
Fh CTSL1 inh: Fasciola hepatica cathepsin L1 inhibitors, primary screen, counter-screen for PFM18AAP inhibitor project, biochemical, QFRET, fluorogenic peptide substrate; 300,000 tested, 0.49% active; inhibition, % at 5.96 µM; recombinant F. hepatica cathepsin L1, Z-Leu-Arg-MCA fluorescence;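 active means inhibition above the mean of all tested compounds plus 3 SD, set per screening campaign, cut at about 17% in these data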;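 further: 0% = plate median of test compound wells and 100% = 1 µM Z-Phe-Ala-diazomethylketone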
Efflux pump inh: inhibitors of Candida efflux pumps in yeast, primary screen, S. cerevisiae, Nile Red, multiplex; inhibition, % at 10 µM; AID 485275, 2010; S. cerevisiae Candida pump triplex; 330,000 tested, 0.44% active;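 active means plate passing quality check with inhibition over a set limit, or well fluorescence over plate mean plus 4 SD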;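 further: Nile Red retained in pooled yeast measured as flow cytometry median fluorescence; 0% = buffer negative control and 100% = Enniatin B positive control; higher means more Nile Red kept so more efflux inhibition; some compounds called inactive have numbers as strong as hits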
PP5 primary: PP5 phosphatase inhibitors, primary screen, biochemical, fluorescence | inhibition, % at 6.7 µM | purified PP5c, OMFP substrate fluorescence | Serine/threonine-protein phosphatase 5 (Homo sapiens), P53041 | 320,000 tested, 0.18% active;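 active means inhibition above the campaign's mean inhibition across all tested compounds plus 3 SD, cut at about 9.5% in these data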;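 further: 0% = DMSO only and 100% = 100 µM cantharidin control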
Target sequence (P53041 whole entry, looked up): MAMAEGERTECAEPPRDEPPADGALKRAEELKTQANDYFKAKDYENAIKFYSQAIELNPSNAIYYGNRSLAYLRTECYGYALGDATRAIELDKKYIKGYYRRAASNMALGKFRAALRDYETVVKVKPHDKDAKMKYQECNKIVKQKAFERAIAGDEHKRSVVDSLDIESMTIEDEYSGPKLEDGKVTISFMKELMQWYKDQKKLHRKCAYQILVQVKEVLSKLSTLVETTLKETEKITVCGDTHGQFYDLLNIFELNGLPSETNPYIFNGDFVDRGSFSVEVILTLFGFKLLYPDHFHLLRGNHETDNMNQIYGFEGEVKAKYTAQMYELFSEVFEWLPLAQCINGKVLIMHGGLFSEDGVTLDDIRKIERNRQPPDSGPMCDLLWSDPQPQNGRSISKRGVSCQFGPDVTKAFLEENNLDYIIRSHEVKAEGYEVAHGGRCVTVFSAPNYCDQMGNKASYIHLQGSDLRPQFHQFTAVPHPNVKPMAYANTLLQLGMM
HCV core dimer: inhibitors of HCV core protein dimerization, primary screen, biochemical, TR-FRET, high-throughput. TR-FRET GST/Flag-core106 dimerization, 1536-well. inhibition, % at 5 µM. 300,000 tested, 0.33% active. AID 1899, 2009;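 active means inhibition above the mean of all tested compounds plus 3 SD, set per screening campaign, cut at about 45% in these data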
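System: GST-tagged and Flag-tagged HCV core protein residues 1-106 / Input: core106 proteins, GST 13.5 nM and Flag 17 nM / Buffer or medium: KF-containing HEPES buffer, pH 7.45, DTT, CHAPS, BSA / Probe or stimulus: Eu-anti-GST and XL665-anti-Flag labelled anti-tag antibodies / Schedule: 4 h, 22.5 °C incubation / Technique: TR-FRET 671 and 617 nm emission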
ZTA DNA inh: ZTA (EBV) inhibition in EBNA-1 counter-screen. ZTA-DNA binding, fluorescence polarization. P03206. inhibition, % at 11 µM. 320,000 tested, 0.15% active; in the data active means inhibition above about 33%
Target sequence (P03206 whole entry, looked up): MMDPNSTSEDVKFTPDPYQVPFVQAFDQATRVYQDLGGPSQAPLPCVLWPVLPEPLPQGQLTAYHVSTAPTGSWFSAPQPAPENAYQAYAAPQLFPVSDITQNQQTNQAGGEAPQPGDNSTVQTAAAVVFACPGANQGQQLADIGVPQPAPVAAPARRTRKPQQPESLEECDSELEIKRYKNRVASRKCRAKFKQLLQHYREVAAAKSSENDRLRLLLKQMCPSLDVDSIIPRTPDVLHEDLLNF
PREPL inhibitor: PREPL enzyme inhibitors, primary screen, biochemical, fluorescence polarization | 320,000 tested, 0.68% active | inhibition, % at 5.96 µM | recombinant PREPL, fluorescence polarization activity-based probe | Prolyl endopeptidase-like (Homo sapiens), Q4J6C6; in the data active means inhibition above about 43%;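 further: 0% = enzyme with DMSO and 100% = wells lacking enzyme; many of its hits are not listed in these tables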
TPT1 inh: Candida albicans TPT1 enzyme inhibitors, primary screen, biochemical, fluorescence polarization. tRNA 2'-phosphotransferase TPT1 (Candida albicans SC5314). 300,000 tested, 0.81% active. inhibition, % at 5 µM. recombinant caTPT1, FP RNA substrate dephosphorylation;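 active means inhibition above the mean of all tested compounds plus 3 SD, set per screening campaign, cut at about 24% in these data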;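 further: plate controls were DMSO alone for no effect and ferristatin control at 100 nM for full effect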
EBNA-1 inh: EBNA-1 DNA-binding inhibitors, primary screen, biochemical, fluorescence polarization | inhibition, % at 14.8 µM | AID 1950, 2009 | 300,000 tested, 0.34% active; in the data active means inhibition above about 28%
PP1 counter: PP1-alpha phosphatase inhibitors, primary screen, counter-screen for PP5 inhibitor project, biochemical, fluorescence, OMFP substrate, single point | 320,000 tested, 0.9% active | inhibition, % at 6.7 µM | purified PP1alpha;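 active means inhibition above the mean inhibition of all tested compounds plus 3 SD, computed separately for each screening campaign, cut at about 15% in these data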
Target sequence (P62136 whole entry, looked up): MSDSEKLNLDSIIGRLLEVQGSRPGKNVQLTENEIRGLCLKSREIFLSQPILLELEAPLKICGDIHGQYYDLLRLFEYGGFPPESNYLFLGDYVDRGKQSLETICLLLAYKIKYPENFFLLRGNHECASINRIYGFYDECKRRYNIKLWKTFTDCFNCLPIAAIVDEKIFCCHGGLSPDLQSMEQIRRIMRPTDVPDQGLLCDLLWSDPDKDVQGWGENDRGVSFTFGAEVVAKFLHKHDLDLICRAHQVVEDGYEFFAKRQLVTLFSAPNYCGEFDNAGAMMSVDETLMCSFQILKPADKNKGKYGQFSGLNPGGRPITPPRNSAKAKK
An asterisk follows results filed as active; & = joins results of further samples. These rows are one share of the data; rates above refer to the full screens.

How did COc1ccc(-n2nc(C(=O)NCC(=O)Nc3cccc(Cl)c3)c3ccccc3c2=O)cc1OC do in these assays?
Fh CTSL1 inh: -9; Efflux pump inh: -0.1; PP5 primary: -6.3; HCV core dimer: -52; ZTA DNA inh: -1; PREPL inhibitor: 21; TPT1 inh: 2; EBNA-1 inh: -26; PP1 counter: -11

Results for Cc1ccc(CSc2nnc(-c3ccco3)n2N)cc1 ?
Fh CTSL1 inh: 3; Efflux pump inh: 0.1; PP5 primary: 2.9; HCV core dimer: 2; ZTA DNA inh: -1; PREPL inhibitor: -1; TPT1 inh: -1; EBNA-1 inh: 7; PP1 counter: -1

Results for CC(C)(C)c1ccc(C(=O)N2CCCN(C(=O)c3ccc(C(C)(C)C)cc3)CC2)cc1 ?
Fh CTSL1 inh: 0; Efflux pump inh: -0.1; PP5 primary: 2.4; HCV core dimer: 10; ZTA DNA inh: -6; PREPL inhibitor: 0; TPT1 inh: -4; EBNA-1 inh: 4; PP1 counter: 1

How did CCCN(CC(=O)Nc1ccccc1OC)C(=O)c1ccc(S(=O)(=O)NCc2ccco2)cc1 do in these assays?
Efflux pump inh: -0.2; PP5 primary: 3.8; ZTA DNA inh: -14; PREPL inhibitor: 4; PP1 counter: 1

Results for CCOc1ccccc1C1CC(c2cccc(NS(C)(=O)=O)c2)=NN1C(=O)c1ccccc1 (centres undefined) ?
Fh CTSL1 inh: 3; Efflux pump inh: -0.2; PP5 primary: 4.1; HCV core dimer: 15; ZTA DNA inh: 0; PREPL inhibitor: -7; TPT1 inh: 0; EBNA-1 inh: -9; PP1 counter: 2

What do the screens show for `COc1ccc(C(=O)Nc2nnc(C3=COCCO3)o2)cc1OC`?
Fh CTSL1 inh: 0; Efflux pump inh: -0.7; PP5 primary: -1.8; HCV core dimer: -4; ZTA DNA inh: -7; PREPL inhibitor: 8; TPT1 inh: -1; EBNA-1 inh: -8; PP1 counter: -2

How did COc1cc(Cl)c(C)cc1NC(=O)COC(=O)c1cc[n+]([O-])cc1 do in these assays?
Fh CTSL1 inh: -3; Efflux pump inh: -0.2; PP5 primary: 0.0; HCV core dimer: 0; ZTA DNA inh: -4; PREPL inhibitor: 0; TPT1 inh: 1; EBNA-1 inh: 6; PP1 counter: -1

How did CC(C)Cc1ccc(S(=O)(=O)Nc2cccnc2)cc1 do in these assays?
Fh CTSL1 inh: -3; Efflux pump inh: -0.1; PP5 primary: 1.6; HCV core dimer: 8; ZTA DNA inh: -4; PREPL inhibitor: 1; TPT1 inh: -2; EBNA-1 inh: -7; PP1 counter: 1

Results for Cc1ccnc(NC(=O)CCCOc2cc(=O)n(C)c3ccccc23)c1 ?
Fh CTSL1 inh: -4; Efflux pump inh: -0.1; PP5 primary: 0.0; HCV core dimer: 2; ZTA DNA inh: -10; PREPL inhibitor: -4; TPT1 inh: 0; EBNA-1 inh: 2; PP1 counter: -4

How did COc1cc(OC)cc(C(=O)NC2CCCCCCC2)c1 do in these assays?
Fh CTSL1 inh: 3; Efflux pump inh: 0.4; PP5 primary: 1.5; HCV core dimer: 3; ZTA DNA inh: -4; PREPL inhibitor: 15; TPT1 inh: 0; EBNA-1 inh: -7; PP1 counter: -3

How did COc1ccc(NC(=O)N[C@@H](CCSC)C(=O)O)cc1OC do in these assays?
Fh CTSL1 inh: -3; Efflux pump inh: -0.1; PP5 primary: -0.6; HCV core dimer: 0; ZTA DNA inh: -1; PREPL inhibitor: -6; TPT1 inh: -1; EBNA-1 inh: -3; PP1 counter: 3

How did COc1cc2cc(C#N)c(SCC(=O)Nc3cc(C)on3)nc2cc1OC do in these assays?
Fh CTSL1 inh: -1; Efflux pump inh: -0.1; PP5 primary: 1.9; HCV core dimer: -122; ZTA DNA inh: 0; PREPL inhibitor: 0; TPT1 inh: -2; EBNA-1 inh: 12; PP1 counter: -2

Grouped by structure, those above containing a furan ring, fused or not
Results for Cc1ccc(CSc2nnc(-c3ccco3)n2N)cc1 ?
Fh CTSL1 inh: 3; Efflux pump inh: 0.1; PP5 primary: 2.9; HCV core dimer: 2; ZTA DNA inh: -1; PREPL inhibitor: -1; TPT1 inh: -1; EBNA-1 inh: 7; PP1 counter: -1

How did CCCN(CC(=O)Nc1ccccc1OC)C(=O)c1ccc(S(=O)(=O)NCc2ccco2)cc1 do in these assays?
Efflux pump inh: -0.2; PP5 primary: 3.8; ZTA DNA inh: -14; PREPL inhibitor: 4; PP1 counter: 1

Further structures follow.
How did Cc1cc(C)cc(OCC(=O)Nc2ccc(N3CCN(C(=O)c4ccco4)CC3)cc2)c1 do in these assays?
Fh CTSL1 inh: 4; Efflux pump inh: -0.2; PP5 primary: 2.8; HCV core dimer: 4; ZTA DNA inh: -3; PREPL inhibitor: 23; TPT1 inh: 2; EBNA-1 inh: -2; PP1 counter: 1

How did N#CC1=C(S)N(c2ccccc2)C(c2ccc(-c3cccc(Cl)c3)o2)NC1=O (centres undefined) do in these assays?
Fh CTSL1 inh: 7; Efflux pump inh: 0.0; PP5 primary: 1.4; HCV core dimer: 32; ZTA DNA inh: 17; PREPL inhibitor: 16; TPT1 inh: 3; EBNA-1 inh: 10; PP1 counter: 11

Results for CC(=O)c1ccc(S(=O)(=O)N2CCc3ccccc3C2)cc1 ?
Fh CTSL1 inh: 3; Efflux pump inh: -0.1; PP5 primary: -1.0; HCV core dimer: 8; ZTA DNA inh: 6; PREPL inhibitor: -12; TPT1 inh: 1; EBNA-1 inh: -4; PP1 counter: 0

Results for COC(=O)c1nnn(-c2nonc2N)c1CSc1nc2ccccc2s1 ?
Fh CTSL1 inh: 2; Efflux pump inh: 0.1; PP5 primary: -0.9; HCV core dimer: 3; ZTA DNA inh: 8; PREPL inhibitor: -17; TPT1 inh: -1; EBNA-1 inh: 5; PP1 counter: -1

What do the screens show for `Cc1ccc(NC(=O)CN2C(=O)NC3(CCCC3)C2=O)cc1S(=O)(=O)N1CCCCC1`?
Efflux pump inh: 0.0; PP5 primary: 0.9; ZTA DNA inh: 1; PREPL inhibitor: 3; PP1 counter: -3

Results for C=CCOC(=O)C(C#N)c1nc2ccccc2nc1N1CCC(C(=O)OCC)CC1 (centres undefined) ?
Fh CTSL1 inh: 0; Efflux pump inh: 0.1; PP5 primary: 1.6; HCV core dimer: 2; ZTA DNA inh: 4; PREPL inhibitor: -11; TPT1 inh: 7; EBNA-1 inh: 6; PP1 counter: -2

What do the screens show for `COc1ccc(NC(=O)c2cn(C)c(=O)c3cc(OC)c(OC)cc23)c(OC)c1`?
Fh CTSL1 inh: 2; Efflux pump inh: -0.1; PP5 primary: 0.9; HCV core dimer: -13; ZTA DNA inh: 0; PREPL inhibitor: 14; TPT1 inh: -1; EBNA-1 inh: 3; PP1 counter: 3

How did CC(=O)Nc1ncc(Cc2cccc(Cl)c2)s1 do in these assays?
Fh CTSL1 inh: 2; Efflux pump inh: 0.0; PP5 primary: 4.2; HCV core dimer: -4; ZTA DNA inh: -25; PREPL inhibitor: 1; TPT1 inh: -1; EBNA-1 inh: -1; PP1 counter: 2

What do the screens show for `Cc1ccc(NC(=S)N2CCCCC2)cc1C`?
Fh CTSL1 inh: -3; Efflux pump inh: 0.1; PP5 primary: -2.1; HCV core dimer: 0; ZTA DNA inh: -7; PREPL inhibitor: -1; TPT1 inh: 1; EBNA-1 inh: 3; PP1 counter: -4

How did COc1ccc(-c2cn(-c3ccccc3)c3[n+]2CCS3)cc1 do in these assays?
Fh CTSL1 inh: 1&-6; Efflux pump inh: -0.2&0.3; PP5 primary: -0.1&0.3; HCV core dimer: -6&-11; ZTA DNA inh: 1&-2; PREPL inhibitor: 20&8; TPT1 inh: -3&1; EBNA-1 inh: 1&-10; PP1 counter: 6&0

Results for COCCSc1nnc(-c2cnccn2)o1 ?
Fh CTSL1 inh: 0; Efflux pump inh: -0.1; PP5 primary: 1.1; HCV core dimer: -9; ZTA DNA inh: 16; PREPL inhibitor: -7; TPT1 inh: -3; EBNA-1 inh: 2; PP1 counter: 2

What do the screens show for `O=C(OCCN1CCN(C2=NS(=O)(=O)c3ccccc32)CC1)c1ccccc1F`?
Fh CTSL1 inh: 2; Efflux pump inh: -0.2; PP5 primary: 0.3; HCV core dimer: -13; ZTA DNA inh: -10; PREPL inhibitor: 20; TPT1 inh: -3; EBNA-1 inh: 12; PP1 counter: 0

What do the screens show for `COc1ccccc1CCc1nnc(CCC(=O)NCC(C)Oc2cccnc2)o1` (centres undefined)?
Fh CTSL1 inh: 2; Efflux pump inh: 0.0; PP5 primary: 3.1; HCV core dimer: 2; ZTA DNA inh: -1; PREPL inhibitor: 0; TPT1 inh: -1; EBNA-1 inh: 4; PP1 counter: -1

Results for Cc1ccc(NS(=O)(=O)c2ccc(CCC(=O)NCc3ccccn3)cc2)cc1 ?
Fh CTSL1 inh: 0; Efflux pump inh: 0.2; PP5 primary: 4.1; HCV core dimer: -3; ZTA DNA inh: 4; PREPL inhibitor: 3; TPT1 inh: -1; EBNA-1 inh: -19; PP1 counter: 1

What do the screens show for `CN(C)c1ccc(NC(=O)CCN2CCN(c3ccccn3)CC2)cc1`?
Fh CTSL1 inh: -1; Efflux pump inh: 0.4; PP5 primary: -1.2; HCV core dimer: -6; ZTA DNA inh: -1; PREPL inhibitor: 6; TPT1 inh: 1; EBNA-1 inh: 0; PP1 counter: -4

What do the screens show for `O=C(COC(=O)CCc1nc2ccccc2s1)NC(=O)NCc1ccco1`?
Fh CTSL1 inh: -36; Efflux pump inh: 0.1; PP5 primary: 1.4; HCV core dimer: 8; ZTA DNA inh: 12; PREPL inhibitor: 5; TPT1 inh: -1; EBNA-1 inh: -2; PP1 counter: -4

What do the screens show for `c1ccc(CSc2nc3ncccn3n2)cc1`?
Efflux pump inh: -0.1; PP5 primary: 3.1; ZTA DNA inh: 2; PREPL inhibitor: 12; PP1 counter: -2

What do the screens show for `COC(=O)c1ccccc1S(=O)(=O)N1CCC(C(=O)NC2CCCCC2)CC1`?
Efflux pump inh: 0.1; PP5 primary: 0.6; ZTA DNA inh: 1; PREPL inhibitor: 22; PP1 counter: -1

How did O=C(N/N=C/c1ccc([N+](=O)[O-])s1)c1ccncc1 do in these assays?
Fh CTSL1 inh: 0; Efflux pump inh: 0.1; PP5 primary: 2.9; HCV core dimer: -14; ZTA DNA inh: -2; PREPL inhibitor: -6; TPT1 inh: 3; EBNA-1 inh: 9; PP1 counter: 0

What do the screens show for `Cc1nnc(SCc2nc3ccccc3s2)n1-c1ccccc1`?
Fh CTSL1 inh: -3; Efflux pump inh: 0.1; PP5 primary: 2.2; HCV core dimer: 12; ZTA DNA inh: 3; PREPL inhibitor: 12; TPT1 inh: 15; EBNA-1 inh: 3; PP1 counter: 1

2 entries drawn at random from those above, as already listed:
How did O=C(N/N=C/c1ccc([N+](=O)[O-])s1)c1ccncc1 do in these assays?
Fh CTSL1 inh: 0; Efflux pump inh: 0.1; PP5 primary: 2.9; HCV core dimer: -14; ZTA DNA inh: -2; PREPL inhibitor: -6; TPT1 inh: 3; EBNA-1 inh: 9; PP1 counter: 0

What do the screens show for `O=C(COC(=O)CCc1nc2ccccc2s1)NC(=O)NCc1ccco1`?
Fh CTSL1 inh: -36; Efflux pump inh: 0.1; PP5 primary: 1.4; HCV core dimer: 8; ZTA DNA inh: 12; PREPL inhibitor: 5; TPT1 inh: -1; EBNA-1 inh: -2; PP1 counter: -4
